# West Nile antiviral: West Nile virus antiviral activity, cell-based, CPE readout (AID 1621); West Nile virus-infected cells, CPE inhibition; higher % means a stronger effect; one-dose CPE inhibition, % at 10 µM; IC50 in µM for titrated hits; hit rate 0.02% among 290,000; in the data active means a potency from the dose series; inconclusive means CPE inhibition mostly from about 3.7% at the one dose, without a potency; inactive means the rest, 99 in 100 with CPE inhibition below about 2.2%; further: strong numbers were not always called active
# SV40 large T antigen: TAg ATPase/helicase activity blockers – biochemical (AID 1903); hit rate 0.39% among 310,000; inhibition, % at 20 µM, or IC50 in µM where a hit was titrated; SV40 large T antigen ATPase/helicase inhibition assay; higher % means a stronger effect; in the data active means a potency from the dose series; inconclusive means inhibition mostly from about 32% at the one dose, without a potency; inactive means the rest, 99 in 100 with inhibition below about 32%; further: strong numbers were not always called active
# RSV antiviral HEp-2: inhibition of RSV-induced cytopathic effect – HEp-2 cells, primary 10 µM value included (AID 2391); HEp-2 cells, RSV-induced CPE inhibition; higher % means a stronger effect; CPE inhibition, % at 10 µM, or IC50 in µM where a hit was titrated; hit rate 0.13% among 310,000; in the data active means a potency from the dose series; inconclusive means CPE inhibition mostly from about 23% at the one dose, without a potency; inactive means the rest, 99 in 100 with CPE inhibition below about 21%; further: strong numbers were not always called active
# WT yeast gro inh: growth inhibition of WT yeast, mitochondrial fusion screen; mitochondrial fusion phenotypic screen, WT strain; inhibition, % at 10 µM; hit rate 2.1% among 190,000; AID 1362; in the data active means inhibition above about 58%; tested in S. cerevisiae
# Dengue-2 NS5 capping: Dengue-2 NS5 methyltransferase inhibitors, primary screen, biochemical, confirmation dose response (AID 588689). Dengue-2 NS5 methyltransferase capping enzyme assay, biochemical; higher % means a stronger effect. inhibition, % at 25 µM, or IC50 in µM where a hit was titrated. hit rate 0.3% among 340,000; in the data active means a potency from the dose series; inconclusive means inhibition above about 29% without an active follow-up result
# Yfh1-off respiration: enhancers of respiration in Yfh1-depleted yeast, dose response, Friedreich's ataxia, plus single-dose screen (AID 1465); S. cerevisiae Yfh1-off respiration, WST-1 reduction, 72 h; higher fold induction means a stronger effect; fold induction at 50 µM; hits with a dose series show EC50 in µM; hit rate 0.074% among 220,000;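 active means fold induction of absorbance versus untreated yeast above a set limit, then at least 30% activation at any dose in follow-up; inconclusive means repeats straddling the limit, or above it without dose testing; inactive means fold induction below the set limit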;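 further: activators that raise dye reduction in frataxin-depleted yeast; strong numbers were not always called active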
# UTI89 phage lysis: protection from phage-mediated lysis, alamar blue read-out – E. coli UTI89, K1F phage, bacterial capsule biogenesis inhibitors (AID 488966); E. coli UTI89 K1F phage lysis, alamar blue, 2 h; higher % means a stronger effect; inhibition, % at 100 µM, or IC50 in µM where a hit was titrated; hit rate 0.02% among 340,000;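 active means phage lysis inhibition, versus mean bacterial control, above a set limit; inconclusive means no clear call, values can overlap the other calls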;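 further: capsule biogenesis inhibitors block K1F phage lysis so surviving cells raise fluorescence; higher fluorescence means more inhibition of phage lysis; actives were called in the ten point dose series up to 300 µM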
# ER stress rescue: rescue of cells from ER stress-induced death, primary screen, 384-well, CSM14.1, thapsigargin, ATP luminescence (AID 1222); CSM14.1 thapsigargin-induced death rescue, ATP luminescence; higher % means a stronger effect; one-dose cellular ATP content (survival), % at 20 µM; EC50 in µM for titrated hits; 190,000 tested, under 10 active;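 active means EC50 below 50 µM in the dose-response confirmation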;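 further: death triggered by thapsigargin at about 15 µM added after 2 h compound pretreatment; cell ATP read after overnight thapsigargin exposure of roughly 18 to 22 hours; normalized against plate controls of thapsigargin alone and 5% DMSO vehicle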
# XIAP displacement: small molecules displacing peptide from XIAP – biochemical, IAP family, fluorescence polarization (AID 1018); hit rate 0.007% among 200,000; XIAP BIR domain, fluorescence polarization peptide displacement; higher % means a stronger effect; one-dose displacement, % at 20 µM; IC50 in µM for titrated hits; in the data active means displacement above about 50%; further: a part of the inactive calls stands beside numbers as strong as those of hits
# WT yeast gro inh mutant strain: also measured in WT yeast gro inh; calls as there; inhibition, %; mitochondrial fusion phenotypic screen, mutant strain inhibition
# Dengue-2 NS5 capping pilot replicate: also measured in Dengue-2 NS5 capping; calls as there; inhibition, %; measured here: pilot screen replicate inhibition
# * hit, by the source's call; i = inactive; ? = inconclusive; . = no result given; [ ] = remark or other dose. Not a hit list; about 2.2% have a hit in one of these screens.
SMILES,West Nile antiviral,SV40 large T antigen,RSV antiviral HEp-2,WT yeast gro inh,WT yeast gro inh mutant strain,Dengue-2 NS5 capping,Yfh1-off respiration,UTI89 phage lysis,ER stress rescue,XIAP displacement,others
Cc1ccc(CC(=O)Nc2cc(C)ccn2)cc1,0.8%,8%,0.1%,.,.,7%,.,0.2%,.,.,Dengue-2 NS5 capping pilot replicate=-0.3
CCc1sc(C(=O)NCCc2ccc(S(N)(=O)=O)cc2)cc1C,-0.7%,9%,3.6%,.,.,1%,.,-0.4%,.,.,
O=C(NCCN1CCN(C(=O)c2cccc(Br)c2)CC1)C(=O)NCc1ccccc1,-1.5%,8%,4.7%,.,.,5%,.,-0.1%[50 µM],.,.,
COC(=O)CCC(=O)Nc1ccc(Br)cc1,0.1%,9%,0.7%,6,-3,-2%,i,1.3%,-0.5%,2.8%,
CNC(=O)c1ccc(Nc2nnc(-c3ccc(C(N)=O)cc3)c3ccccc23)cc1,-0.3%,7%,3.1%,.,.,-5%,.,0.0%,.,.,
COc1ccccc1C(=O)N1C(CC(=O)Nc2ccccc2C)C(=O)NC2CCCCC21 (stereo not drawn),0.8%,15%,4.2%,.,.,-2%,.,0.0%,.,.,
CCc1ccc(C(=O)Nc2cc(C)on2)o1,0.1%,11%,1.8%,.,.,-10%,.,0.0%,.,.,
NC(=O)[C@H]1CC2(CC(c3cccc(NC(=O)c4ccccc4)c3)=NO2)CN1C(=O)[C@H]1CCC(=O)N1 (stereo partly drawn),0.2%,4%,2.5%,-3,-4,-10%,i,0.3%,-2.3%,1.4%,
O=C(NCc1ccco1)c1ccc2nccnc2c1,-0.1%,4%,0.4%,.,.,-1%,.,1.5%[50 µM],.,.,
CN(c1cccc(NC(=O)c2ccccc2N(Cc2ccccc2)S(C)(=O)=O)c1)S(C)(=O)=O,-0.8%,7%,2.5%,.,.,1%,.,0.0%,.,.,Dengue-2 NS5 capping pilot replicate=-1.5
Cc1nn(CCCC(=O)Nc2c(F)cc(F)cc2Br)c(C)c1[N+](=O)[O-],-0.1%,8%,1.3%,2,-7,2%,i,0.0%,-2.1%,-2.4%,
Cc1c(Cl)cccc1NC(=S)NCCCN(C)C,-0.1%,10%,1.1%,-12,-18,0%,i,0.1%,-2.5%,-2.3%,
CC1(C)CC(=O)C(C=N)=C(O)C1,-0.2%,4%,0.4%,-9,-2,.,i,0.5%,-1.1%,-3.0%,
Cc1ccc(OCCCC(=O)Nc2ccccc2C(F)(F)F)cc1,0.0%,17%,2.1%,8,4,-1%,i,-4.4%,-1.9%,-5.6%,
Cc1ccc(NC(=O)c2cc(S(=O)(=O)N3CCCCC3)ccc2N2CCOCC2)cc1F,-0.3%,17%,6.4%,32,26,-4%,i,1.6%,0.7%,-6.6%,
COc1cccc(OC)c1C(=O)NC(=S)Nc1cccc(NC(=O)c2ccco2)c1,-0.3%,19%,0.7%,17,2,-1%,i,0.7%,-0.1%,-4.9%,
Clc1ccc(CSc2ccc(-c3cccnc3)nn2)cc1,-1.7%,9%,20%,47,21,-8%,i,0.8%,0.6%,-5.7%,
CCOc1ccc(CCNC(=O)c2cc(C)on2)cc1OCC,0.1%,15%,1.6%,.,.,-3%,.,0.2%,.,.,
COc1ccc(COC(=O)C2CC(=O)N(Cc3ccc(C)cc3)C2)cc1 (stereo not drawn),-0.1%,8%,2.0%,.,.,-8%,.,1.4%,.,.,
O=C1CC(c2ccco2)CC2=C1C(c1ccccc1)n1nc(C(F)(F)F)nc1N2 (stereo not drawn),0.1%,19%,2.5%,9,-9,3%,i,-0.1%,.,-0.2%,

# Three compounds out of the list, arranged by formula weight, rising.
SMILES,West Nile antiviral,SV40 large T antigen,RSV antiviral HEp-2,WT yeast gro inh,WT yeast gro inh mutant strain,Dengue-2 NS5 capping,Yfh1-off respiration,UTI89 phage lysis,ER stress rescue,XIAP displacement,others
CC1(C)CC(=O)C(C=N)=C(O)C1,-0.2%,4%,0.4%,-9,-2,.,i,0.5%,-1.1%,-3.0%,
COc1ccc(COC(=O)C2CC(=O)N(Cc3ccc(C)cc3)C2)cc1 (stereo not drawn),-0.1%,8%,2.0%,.,.,-8%,.,1.4%,.,.,
COc1cccc(OC)c1C(=O)NC(=S)Nc1cccc(NC(=O)c2ccco2)c1,-0.3%,19%,0.7%,17,2,-1%,i,0.7%,-0.1%,-4.9%,

# The listing continues.
SMILES,West Nile antiviral,SV40 large T antigen,RSV antiviral HEp-2,WT yeast gro inh,WT yeast gro inh mutant strain,Dengue-2 NS5 capping,Yfh1-off respiration,UTI89 phage lysis,ER stress rescue,XIAP displacement,others
O=C(COc1ccccc1)N(Cc1cccc(F)c1)C1CCS(=O)(=O)C1 (stereo not drawn),0.0%,8%,4.3%,.,.,-14%,.,0.2%,.,.,
Cc1nn(-c2ccccc2)c(C)c1/C=N/n1c(-c2ccc(Cl)cc2)n[nH]c1=S,0.8%,14%,6.8%,-9,-4,1%,i,-1.0%,-0.8%,-4.0%,
Cc1occc1-c1nc(-c2ccccn2)no1,0.1%,-2%,1.5%,26,18,-10%,i,5.6%,-3.5%,-0.6%,
COc1ccc(-n2c(Cc3cccn3C)nnc2SCC(=O)Nc2ccc(Cl)cc2)cc1,-0.7%,9%,11%,18,-2,-4%,i,2.3%,.,-4.9%,
Nn1c(=S)[nH]nc(Cc2ccc(O)cc2)c1=O,0.3%,21%,1.5%,-7,-18,2%,i,1.0%[50 µM],-0.1%,-11%,
COc1ccc(C(=O)CSc2nc(C)cc(C)n2)cc1C,-0.4%,6%,3.4%,.,.,.,.,5.6%,.,.,
Cc1ccc2c(c1)=C(c1ccccc1)N(O)CC(=O)N=2,0.3%,1%,-0.9%,.,.,-10%,.,0.3%,.,.,
Cc1cccc(C)c1NC(=O)c1sccc1SCC#N,-0.8%,5%,0.4%,-7,2,0%,i,1.1%,-2.3%,-1.9%,
Cc1c(C)c2c(OCC(=O)N[C@@H](CC(C)C)C(=O)O)cc3c(c2oc1=O)CCC(C)(C)O3,0.4%,3%,1.0%,.,.,2%,.,-1.1%[50 µM],.,.,
Cc1nc(-c2ccc(O)c(O)c2)cs1,0.2%,6.5µM*,0.0%,-3,-3,-4%,i,5.9%,14%,-2.7%,
C=CCc1ccccc1OCC(O)CNC1CCCC1 (stereo not drawn),0.2%,-1%,-0.7%,.,.,-4%,.,0.4%,.,.,
Clc1ccccc1OCCN1CCC(Cc2ccccc2)CC1,-1.0%,11%,-2.5%,63,63,-11%,i,0.5%,-1.9%,-6.7%,
CC1(C)CC(=O)C2=C(C1)Oc1nc3ccccc3cc1C2C(C#N)C#N (stereo not drawn),?,19%,0.9%,-16,-46,-27%,i,0.0%,-1.7%,-2.0%,
O=C(Nc1cccc([N+](=O)[O-])c1)c1ccc(N2CCCC2=O)cc1,1.1%,11%,1.8%,-18,-4,-4%,i,-0.7%,-1.3%,-5.6%,
CC1(C(=O)NNC(=S)NCc2ccco2)CC1(Cl)Cl (stereo not drawn),-0.2%,2%,-1.1%,-23,-24,6%,i,-0.3%,-0.3%,-6.3%,
CSCCNC(=O)c1ccc(OC2CCN(CCc3ccccc3)CC2)cc1,1.2%,9%,-2.1%,-3,0,-1%,i,0.0%,-1.3%,-6.4%,
O=c1[nH]ncc(N/N=C\c2ccc(O)cc2O)c1Cl,0.6%,16µM*,21%,10,-11,23%,i,0.0%,0.0%,-0.1%,
CN1CCN(c2ccc(CNS(=O)(=O)Cc3ccc(Cl)cc3)cc2)CC1,0.0%,10%,-1.4%,.,.,-2%,i,-0.6%,.,.,
COc1cc(CCC(=O)Nc2cc(C)cc(C)c2)cc(OC)c1OC,-0.7%,6%,-0.7%,-3,5,0%,i,-0.1%,-1.0%,-5.6%,
O=C(NCc1cccs1)c1cnc2ccccn2c1=O,-0.2%,3%,0.9%,-16,0,-3%,i,-0.4%,-1.8%,1.9%,
CC(C(=O)Nc1ccc(C(N)=O)cc1)N1C(=O)c2ccccc2S1(=O)=O (stereo not drawn),.,12%,-0.1%,.,.,-9%,.,-0.5%[50 µM],.,.,
COC(=O)c1c(NC(=O)COC(=O)c2ccc(NC(=O)CC#N)cc2)sc2c1CCCCC2,0.2%,6%,3.0%,17,-6,-4%,i,0.3%,0.8%,-15%,
CC(c1nccs1)N(C)c1nc2nonc2nc1NC1CC1 (stereo not drawn),0.1%,-4%,0.7%,-1,-13,15%,i,0.1%,0.9%,-2.2%,
NC(=O)CSc1nc2cc([N+](=O)[O-])ccc2n1-c1cccc(C(F)(F)F)c1,0.8%,12%,2.5%,-6,6,-2%,i,-0.4%,2.6%,-4.3%,
CC(C)(C)c1cc(NS(=O)(=O)c2ccc3c(c2)OCCO3)on1,0.5%,15%,0.1%,-21,-8,-12%,i,0.0%,-2.7%,-1.8%,
CSc1nsc(/C=C/Nc2ccc(C)cc2)c1C#N,0.8%,12%,0.2%,-10,1,-47%,i,0.0%,-1.6%,-17%,
COc1cc(S(=O)(=O)N(Cc2cccs2)C2CC2)ccc1-n1cnnn1,-0.9%,-3%,3.2%,4,-2,-1%,i,0.2%,.,.,
C[C@H]1CN=C(Nc2ccccc2)N1CC1CCCCCC1,-0.4%,12%,-0.5%,.,.,-2%,.,0.7%,.,.,
Cc1occc1C(=O)N1CCCC(N2CCN(c3cccc(Cl)c3)CC2)C1 (stereo not drawn),-0.8%,-4%,8.0%,.,.,1%,.,0.2%,.,.,
COC(=O)C1=C(C(=O)OC)[C@@H]2Nc3ccccc3[C@@]23C[C@@H](C(=O)OC)N(C(C)=O)C3=N1,0.1%,13%,-0.6%,.,.,-10%,i,1.7%,.,.,
C/C(=C\[C@@H](NP(=O)(c1ccccc1)c1ccccc1)c1ccccc1)CO[Si](c1ccccc1)(c1ccccc1)C(C)(C)C,1.9%,16%,-1.9%,.,.,-7%,i,-0.1%,.,.,
CC(=O)N(C1=C(N)C(=O)c2ccccc2C1=O)C(C)C,0.6%,-5%,-1.4%,16,-9,-7%,i,-0.3%,.,-4.9%,
OCCC1CN(Cc2ccc3cc(Cl)ccc3n2)CCN1Cc1ccsc1 (stereo not drawn),-1.0%,4%,1.2%,6,10,-8%,i,0.3%,1.1%,-5.3%,
CN(C)c1ccc(/C=N/NC(=O)c2sccc2-n2cccc2)cc1,0.3%,9%,3.0%,11,17,5%,i,0.0%,.,-0.8%,
O=C(O)c1cnn(-c2nc(-c3cccc([N+](=O)[O-])c3)cs2)c1C(F)(F)F,0.2%,-5%,49%,.,.,4%,.,0.9%,.,.,
Cc1cc(C)c(S(=O)(=O)N2CCN(c3ccc([N+](=O)[O-])c(NCc4ccco4)c3)CC2)c(C)c1,-1.2%,-4%,-0.5%,0,-5,-2%,i,1.0%,-1.3%,-19%,
CSc1ccc(CN2CCC(n3nccc3NC(=O)c3ccccc3C)CC2)cc1,-0.5%,14%,2.0%,.,.,-7%,.,0.2%,.,.,

# Screens from PubChem.
